CHO-K1 Ca ag – M1 agonist counterscreen hit in parental CHO-K1 cells; 360,000 compounds, 0.48% hits; activation, % at 3 µM; Fluo-8 calcium fluorescence; scaled to maximal ATP response, vehicle zero; AID 602248; in the data active means activation above about 15%;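 further: untransfected CHO-K1 host cells lacking M1 receptor as counterscreen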
M4 antag – antagonists of human muscarinic M4 receptor (CHRM4); 360,000 compounds, 0.73% hits; CHO-hM4 cells, ACh EC80, Fluo-8 calcium fluorescence; AID 624125; P08173; inhibition, % at 3 µM;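 active means inhibition above its plate's cutoff, the mean inhibition of sample wells plus 3 SD, cut at about 27% in these data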;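 further: 0% = acetylcholine EC80 with DMSO and 100% = DMSO without agonist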
Target sequence (P08173 whole entry, looked up): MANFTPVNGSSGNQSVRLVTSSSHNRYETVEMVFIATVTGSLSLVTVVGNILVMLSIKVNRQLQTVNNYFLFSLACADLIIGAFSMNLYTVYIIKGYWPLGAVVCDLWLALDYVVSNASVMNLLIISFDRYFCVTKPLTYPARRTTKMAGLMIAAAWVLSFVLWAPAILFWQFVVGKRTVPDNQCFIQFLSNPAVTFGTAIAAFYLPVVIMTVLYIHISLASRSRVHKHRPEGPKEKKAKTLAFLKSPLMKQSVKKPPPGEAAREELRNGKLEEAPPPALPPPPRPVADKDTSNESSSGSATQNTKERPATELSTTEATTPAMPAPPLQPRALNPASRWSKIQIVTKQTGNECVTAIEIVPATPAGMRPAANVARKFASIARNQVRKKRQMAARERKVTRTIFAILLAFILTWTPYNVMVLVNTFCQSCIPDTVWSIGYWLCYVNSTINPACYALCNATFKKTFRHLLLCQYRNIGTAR
M5 ag – agonists of human muscarinic M5 receptor (CHRM5) | 360,000 compounds, 0.19% hits | P08912 | CHO-K1 hM5 cells, Fluo-8 calcium fluorescence; 0% DMSO wells, 100% maximal acetylcholine response | AID 624037 | activation, % at 3 µM;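 active means activation above the run's mean over test compounds plus 3 SD, cut at about 23% in these data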;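 further: signal is peak over basal fluorescence ratio across the kinetic read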
Target sequence (P08912 whole entry, looked up): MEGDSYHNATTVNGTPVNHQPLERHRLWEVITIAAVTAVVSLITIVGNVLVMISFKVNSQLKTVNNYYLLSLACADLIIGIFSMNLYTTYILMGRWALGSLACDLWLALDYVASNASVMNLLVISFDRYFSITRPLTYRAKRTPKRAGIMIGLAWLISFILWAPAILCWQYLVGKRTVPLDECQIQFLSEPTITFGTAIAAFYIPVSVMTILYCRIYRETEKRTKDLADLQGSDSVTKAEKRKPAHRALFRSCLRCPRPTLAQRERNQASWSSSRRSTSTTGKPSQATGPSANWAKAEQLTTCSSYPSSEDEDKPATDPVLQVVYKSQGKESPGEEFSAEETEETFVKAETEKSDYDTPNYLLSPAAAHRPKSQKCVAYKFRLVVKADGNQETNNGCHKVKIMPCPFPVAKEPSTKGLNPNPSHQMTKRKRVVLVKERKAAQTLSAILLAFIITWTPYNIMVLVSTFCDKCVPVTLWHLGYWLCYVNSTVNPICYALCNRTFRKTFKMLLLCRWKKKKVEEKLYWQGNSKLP
CHRM5 antagonist – CHRM5 antagonism in calcium assay. CHO-hM5 cells, Fluo-8 calcium fluorescence, ACh EC80. inhibition, % at 3 µM. 360,000 compounds, 0.59% hits. AID 624040;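 active means inhibition above a per-plate cutoff, the mean of that plate's test compounds plus 3 SD, cut at about 27% in these data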;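 further: 0% = acetylcholine EC80 with DMSO and 100% = DMSO without agonist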
CHRM5 PAM – potentiates acetylcholine response at human M5 receptor. CHO-K1 hM5, Fluo-8 calcium, ACh EC20 PAM; 0% = ACh EC20, 100% = ACh EC100. AID 624038. 360,000 compounds, 0.3% hits. P08912. activation, % at 3 µM;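 active means activation above the run cutoff, the mean activation of all test compounds plus 3 SD, cut at about 18% in these data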
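system = human M5 receptor in CHO-K1 cells | reagent = EC20 acetylcholine as agonist stimulus | compound dosing = single-point, 3 µM nominal | incubation = Fluo-8 loading 80 min at 37 °C plus 30 min room temperature | detection = Fluo-8 calcium dye fluorescence, kinetic read | benchmarks = low control EC20 acetylcholine (0%), high control EC100 acetylcholine (100%)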
M4 PAM – potentiates acetylcholine response at human M4 receptor; activation, % at 3 µM; P08173; 360,000 compounds, 0.4% hits; CHO-K1 hM4/Gqi5, Fluo-8 calcium fluorescence, ACh EC20; 0% = ACh EC20, 100% = maximal ACh; AID 624126;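 active means activation above its plate's cutoff, the mean activation of sample wells plus 3 SD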; further: some results filed as inactive read as strong as hits
M4 ag – agonists of human muscarinic M4 receptor (CHRM4) | P08173 | CHO-K1 hM4/Gqi5, Fluo-8 calcium fluorescence; vehicle 0%, full acetylcholine response 100% | activation, % at 3 µM | 360,000 compounds, 0.14% hits | AID 624127;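 active means activation above the run mean over all test wells plus 3 SD, cut at about 32% in these data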;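 further: peak over basal fluorescence ratio per well then scaled between controls; 0% = DMSO wells and 100% = acetylcholine at EC100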
CHO-K1 Ca PAM – nonselective activator or artifact in parental CHO-K1 calcium assay | ATP EC20, Fluo-8 calcium fluorescence; 0% at ATP EC20, 100% at ATP max | activation, % at 3 µM | 360,000 compounds, 0.02% hits | AID 602247;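 active means activation above the run cutoff, the mean activation of all test compounds plus 3 SD, cut at about 40% in these data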;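 further: peak over basal fluorescence ratio in a 140 s read after ATP addition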
CHO-K1 Ca antag – counter-screen for M1 antagonists: effect in parental CHO-K1 cells. 360,000 compounds, 0.6% hits. inhibition, % at 3 µM. ATP-induced calcium, Fluo-8 fluorescence. AID 602250;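 active means inhibition above a per-plate cutoff, the plate's mean sample inhibition plus 3 SD, cut at about 24% in these data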;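 further: 0% = DMSO plus EC80 ATP and 100% = DMSO alone without ATP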
Starred values were filed as active, the others as inactive.

Structure	CHO-K1 Ca ag	M4 antag	M5 ag	CHRM5 antagonist	CHRM5 PAM	M4 PAM	M4 ag	CHO-K1 Ca PAM	CHO-K1 Ca antag
COc1ccc(OCc2cc(C(=O)NC(C)Cn3cncn3)no2)c(Cl)c1 (stereo unspecified)	0.8	4	-1	-10	5	11	5	-5	3
O=C(COC(=O)c1ccc(F)c(S(=O)(=O)N2CCOCC2)c1)NCc1ccc(Cl)cc1	5.6	-19	2	1	-10	2	16	-2	-8
S=C(Nc1ccc(Cl)cc1)N(CCCN1CCOCC1)Cc1ccco1	1.4	6	-6	-4	-2	-11	0	21	-11
COc1ccc(-c2nnc(NC(=O)Cc3ccccc3)s2)c(OC)c1	0.4	-9	0	-10	4	2	1	13	-18
Cc1cc(OCC(=O)N2CCOCC2)ccc1NC(=O)c1ccccc1C	0.9	-4	-2	-6	10	6	1	0	-9
O=C(NC1(C(F)(F)F)NC(=O)N(Cc2cccnc2)C1=O)c1ccccc1Cl (stereo unspecified)	0.0	3	0	3	-2	-5	0	2	-7
CCOc1ccc(C2C(C(C)=O)=C(O)C(=O)N2CCc2c[nH]c3ccccc23)cc1 (stereo unspecified)	0.7	0	-3	7	-3	14	0	24	-14
CCN(CC)C(=O)[C@H]1CC(CC(=O)NCc2ccc(OC)c(OC)c2)C(=O)N2CCc3c([nH]c4ccc(OC)cc34)[C@]12C (stereo partly specified)	0.1	-2	-1	5	-1	-3	0	18	-16
O=C(O)c1ccccc1C1c2ccccc2Oc2ccccc21	-0.2	-16	0	3	8	6	0	-20	-2
O=C(NCc1ccccn1)C1CCN(S(=O)(=O)c2ccc(Br)cc2)CC1	0.4	-8	-1	3	5	11	2	2	-1
CC(=O)Nc1cccc(C(=O)OC(C(=O)c2ccc(C)cc2)c2ccccc2)c1 (stereo unspecified)	0.7	8	-4	3	-2	-13	2	14	2
CCCCNC(=S)NCC(c1ccccc1)c1c[nH]c2ccccc12 (stereo unspecified)	1.4	0	-7	18	-14	-7	2	12	-15
CC/C(=N\n1nnnc1Nc1ccccc1)c1ccccc1	0.3	4	2	-3	4	15	0	13	-12
Cc1cc(-n2c(C)cc(C(=O)CSc3ncnc4ccccc34)c2C)no1	3.0	6	8	25	-14	-5	11	8	19
COc1ccc(-c2nnn(CC(=O)N(c3cccc(O)c3)C(C)C(=O)NC3CCCC3)n2)cc1OC (stereo unspecified)	4.1	-7	3	-6	-2	-10	9	-7	3
CC(C)CCOP(=O)(c1ccc(N(C)C)cc1)C(Nc1ccccc1)c1ccc(N(C)C)cc1 (stereo unspecified)	7.5	1	5	-4	7	-4	0	-8	6
COc1ccc(CN2CCNC(=O)C2CC(=O)NCc2cc(C)n(C)n2)c(F)c1 (stereo unspecified)	1.5	-4	-1	-3	7	6	1	14	-9
O=C(Nc1nnc([C@H]2C[C@H](O)[C@@H](CO)O2)s1)Nc1ccccc1F	-0.1	-6	0	-1	-3	-2	1	4	5
O=C(CC(=O)c1c(F)cccc1Cl)c1ccccc1O	2.5	9	-4	-4	2	-5	0	1	-14
Cc1ccccc1C(=O)O/N=C(\N)c1ccc([N+](=O)[O-])cc1	0.7	1	0	16	1	1	0	-6	-7
CCCCNC(=O)c1onc(CSc2ccccc2CC)c1C(=O)O	2.1	-2	0	7	5	2	0	-3	15
CCOC(=O)C1CCCN(c2ccc(NC(=O)c3snc4c(=O)[nH]c(C)nc34)cc2)C1 (stereo unspecified)	0.4	5	-2	-6	3	2	2	11	-7
O=C1Nc2cc(Br)ccc2C1(O)c1ccccc1O (stereo unspecified)	1.6	-4	0	-1	3	0	3	17	-8
O=C(C(Cc1ccccc1)n1cccc1)N1CCN(Cc2ccccc2)CC1 (stereo unspecified)	6.5	17	2	11	-13	-15	28	15	10

In the list so far, these have a COOH group.
Structure	CHO-K1 Ca ag	M4 antag	M5 ag	CHRM5 antagonist	CHRM5 PAM	M4 PAM	M4 ag	CHO-K1 Ca PAM	CHO-K1 Ca antag
O=C(O)c1ccccc1C1c2ccccc2Oc2ccccc21	-0.2	-16	0	3	8	6	0	-20	-2
CCCCNC(=O)c1onc(CSc2ccccc2CC)c1C(=O)O	2.1	-2	0	7	5	2	0	-3	15

Arranged by value in CHRM5 PAM (smallest number first): 3 from the list above.
compound	CHRM5 PAM
Cc1ccccc1C(=O)O/N=C(\N)c1ccc([N+](=O)[O-])cc1	1
CC/C(=N\n1nnnc1Nc1ccccc1)c1ccccc1	4
CC(C)CCOP(=O)(c1ccc(N(C)C)cc1)C(Nc1ccccc1)c1ccc(N(C)C)cc1 (stereo unspecified)	7

Remaining list, next part:
Structure	CHO-K1 Ca ag	M4 antag	M5 ag	CHRM5 antagonist	CHRM5 PAM	M4 PAM	M4 ag	CHO-K1 Ca PAM	CHO-K1 Ca antag
O=C(Nc1ncccc1O)c1ccc(Cl)c(S(=O)(=O)N2CCCCCC2)c1	0.9	5	3	-4	7	8	4	-10	0
Cc1ccc(/C=N\n2c(-c3ccccc3)n[nH]c2=S)s1	-0.3	8	-7	2	-1	-8	-3	12	1
CSc1ccccc1NC(=O)c1cnc2scc(C)n2c1=O	0.7	10	-1	0	-3	-6	2	-4	-2
COc1ccc(C(=O)Nc2ccnn2C2CCN(C(=O)CCC(F)(F)F)CC2)cc1	0.0	-7	-2	5	6	-6	1	5	6
CCCOc1ccc(N2C(=O)C3C4C=CC(CC4)C3C2=O)cc1 (stereo unspecified)	-0.7	1	-5	16	-3	-8	1	-9	10
C[N+]12CCCCC1C(COC(=O)c1ccc3c(c1)OCO3)CCC2 (stereo unspecified)	-0.3	1	-6	-5	-2	0	0	-3	20
O=C(O)C1CSC2(CCN(Cc3ccccc3)CC2)N1 (stereo unspecified)	1.8	-10	-2	-9	9	1	1	21	-10
CCOc1nc(-c2ccncc2)nc2ccccc12	0.0	-4	-6	-2	-3	4	-1	7	-3
Nc1ccc(Cl)cc1C(=O)c1ccc[nH]1	0.5	-6	0	13	-1	4	1	-13	0
CC(Oc1ccc2c3c(c(=O)oc2c1)CCCC3)C(=O)NCC1CCC(C(=O)O)CC1 (stereo unspecified)	-0.2	3	-3	-1	1	1	1	6	9
CCOP1(=O)OCC2OC(n3cnc4c(N)ncnc43)C(O)C2O1 (stereo unspecified)	1.4	-7	3	8	-1	-4	0	9	-6
COCCNC(=O)c1ccc(N2CC3CC(C2)c2cccc(=O)n2C3)c(NC(=O)c2cc(OC)cc(OC)c2)c1 (stereo unspecified)	-0.5	0	-2	12	-1	1	0	22	-21
CC1(C(=O)Nc2ccccc2)Cc2c(-c3cccc(C(N)=O)c3)ccnc2O1 (stereo unspecified)	1.2	-17	1	-1	0	2	3	25	-9
CCCCCCSc1ccc([C@@H]2[C@@H]3C(=O)N(C)C(=O)[C@@H]3[C@]3(C(=O)OC)CCCCN23)cc1OC	0.9	0	4	10	-5	3	2	11	-16
COc1cccc(N=CC=C2OC(C)(C)C(C)(C)O2)c1	2.1	10	6	8	-4	-11	6	0	8
CCN(CC)CCCCOc1ccccc1OC	0.8	3	-5	3	0	-6	1	17	-12
Brc1ccc(CSc2nnc(-c3cnccn3)n2Cc2ccco2)cc1	3.0	17	-2	4	-18	-13	9	-5	-27
CCOC(=O)C1CCCN(C(=O)c2ccccc2NC(C)=O)C1 (stereo unspecified)	0.4	4	-1	-3	5	-6	0	20	-14
CC1CCN(C(=O)COC(=O)c2cc([N+](=O)[O-])ccc2N2CCOCC2)CC1	1.4	-5	4	10	-3	1	2	19	-8
CCOC(=O)Cc1nnc(NC(=O)c2ccccc2OC)s1	0.2	-2	-1	-10	4	-2	1	7	-5
COc1ccc(-c2cc(-c3ccccc3)nc(SCC(=O)Nc3nccs3)c2C#N)cc1	0.3	-2	-2	4	-3	7	1	11	6
Cc1ccccc1Nc1nc(N)nc(COC(=O)c2ccc3c(c2)OCCO3)n1	5.4	-13	0	-1	-1	3	12	13	-15
CC1(c2ccc([N+](=O)[O-])cc2)NC(=O)N(CC(=O)Nc2ccc(N3CCCCC3)cc2)C1=O (stereo unspecified)	7.4	8	13	15	4	2	10	9	7
NC(=O)c1ccccc1OCc1cccc2ccccc12	3.4	-7	1	6	-7	-7	8	9	-1
O=C(O)CCCNS(=O)(=O)c1ccc2ccccc2c1	-0.4	-13	-8	-3	-5	-4	0	11	-5
CC(=O)Nc1ccc(N2C(=O)CSC2c2cccc(Br)c2)cc1 (stereo unspecified)	1.6	2	-1	10	-4	-4	2	-13	-7
O=C(NC1CCN(S(=O)(=O)c2ccc(F)cc2)CC1)c1ccccc1	0.8	-2	-1	3	7	4	0	22	-13
COCCn1nnnc1C(c1cccc(OC)c1OC)N1CCN(C(=O)c2ccco2)CC1 (stereo unspecified)	0.2	-11	-3	6	-2	1	0	4	-11
Cc1ccc(-c2nn3cnnc3c3ccccc23)cc1	-0.3	-2	0	2	1	4	0	10	12
Cc1ccnc(NC(=O)c2sc3cc(Cl)ccc3c2Cl)c1	0.7	1	2	-1	0	3	1	15	-12
CCOC(=O)[C@H]1[C@H]2COc3cc(OC)ccc3[C@@H]2N2C(=O)N(c3ccc(Cl)cc3)C(=O)[C@@]12C	-0.4	-9	-2	0	2	-6	3	23	-18
CCN(CC)C(=O)CN1C(=O)C(=O)c2ccccc21	1.7	-5	-2	8	-3	-1	1	17	-3
COc1ccccc1NS(=O)(=O)c1cccc2nsnc12	2.8	5	-2	-2	9	-11	0	15	-19
CCOC(=O)c1c(NC(=O)Cc2ccccc2)sc2c1CCN(CC)C2	2.0	6	4	6	-8	-10	8	3	11
COc1cc(/C=C(/C#N)c2ccc(C)cc2)ccc1Oc1ccc([N+](=O)[O-])cn1	0.0	-2	2	-2	-3	2	0	10	-15
CCCCCc1cc(=O)oc2c(C(CCN3CCCC3)c3cc(OC)c(OC)c(OC)c3)c(OC)cc(OC)c12 (stereo unspecified)	3.9	17	-13	8	-15	5	7	13	8
CCOC(=O)C1=C(C)NC(C)=C(C(=O)OCC)C1c1sccc1C	-0.1	-8	-5	-1	3	15	-4	9	-13
COc1cccc(NC(=O)CCSc2ccc(C)cc2)c1	-0.5	-1	-1	5	2	1	0	-8	-1
COc1cc(CNc2ccc(CNc3ncn[nH]3)cc2)cc(Cl)c1OCc1ccccc1	-0.7	6	0	3	-1	-1	0	2	7
CCOC(=O)CSc1nnc(CNC(=O)c2ccc(S(=O)(=O)N3CCOCC3)cc2)n1C	-0.5	8	-1	7	-1	2	0	18	-2
CCCC(=O)Nc1ccc(C(=O)Nc2cc(C(F)(F)F)ccc2Cl)cc1	2.2	-2	0	6	-4	0	4	13	0
Cc1cccc(C(=O)Nc2ccccc2SCC2CSc3nc4ccccc4c(=O)n32)c1 (stereo unspecified)	-0.5	-3	-5	2	5	3	-1	-2	-5
CCC(C)NC(=O)NC(=O)N(C1CCCCC1)S(C)(=O)=O (stereo unspecified)	-0.1	-2	0	-1	0	9	0	18	-12

Screening results (PubChem)
